Assay outcomes as filed in PubChem.
Vif-APOBEC3F blk – Vif-A3F binding inhibition; hit rate 0.2% among 390,000; Potency, µM (highest dose often 46.1 µM), without a hit: at the top dose activity, negative = active; HeLa A3F-eYFP + Vif (tagged APOBEC3F with the HIV-1 protein that degrades it), YFP fluorescence increase; also: % of control where 0% means no effect; nearly all actives have a fitted effect of over 65% in size
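Fluorescence increase (Ex 488/Em 500-530) after overnight compound treatment at 37 deg C flags inhibition of Vif-driven A3F-eYFP loss in stable HeLa A3F-eYFP/Vif cells seeded overnight beforehand.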
TrxR1 substrate – rat thioredoxin reductase 1 substrate activity; O89049; purified TrxR1 substrate turnover, NADPH consumption readout; Potency, µM (highest dose often 114 µM), inactives show at the top dose activity change, negative = substrate turnover; hit rate 0.01% among 390,000; AID 588456; also: % is scaled to controls: 0 for no effect and ±100 for the full control effect; nearly all actives have a fitted effect of over 50% in size
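Rat TrxR1, dispensed at 90 nM, was prereduced with 400 uM NADPH (final) for 5 min at ~22 deg C, then incubated with compound 15 min before 400 uM selenite. A first-read NADPH fluorescence drop versus no-compound background flagged substrates.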
Vif-A3G inh – Vif-A3G binding inhibition; Q9HC16; HeLa A3G-eYFP + Vif (tagged APOBEC3G with the HIV-1 protein that degrades it), YFP fluorescence, overnight; Potency, µM (highest dose often 46.1 µM), inactives show at the top dose activity, negative = active, usual class: inhibitors; hit rate 0.076% among 410,000; AID 602310;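 also: % is scaled to controls: 0 for no effect and ±100 for the full control effect; nearly all actives have a fitted effect of over 60% in size; hits raise eYFP signal because A3G escapes Vif-driven loss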
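Read-out is eYFP fluorescence (Ex 488/Em 500-530) from Vif-expressing HeLa A3G-eYFP cells; more signal means A3G escaped Vif-mediated degradation. Cells plated overnight, compound pinned in, incubated overnight at 37 deg C.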
12-LOX inh – ALOX12 (human) lipoxygenase inhibition; P18054; Potency, µM (top dose mostly 108 µM), for inactives: at the highest dose activity change, negative = inhibition, most hits filed as inhibitors; hit rate 1.1% among 580,000; purified 12hLO, xylenol orange hydroperoxide absorbance; AID 1671190; also: % is scaled to controls: 0 for no effect and ±100 for the full control effect
Target sequence (P18054 whole entry, looked up): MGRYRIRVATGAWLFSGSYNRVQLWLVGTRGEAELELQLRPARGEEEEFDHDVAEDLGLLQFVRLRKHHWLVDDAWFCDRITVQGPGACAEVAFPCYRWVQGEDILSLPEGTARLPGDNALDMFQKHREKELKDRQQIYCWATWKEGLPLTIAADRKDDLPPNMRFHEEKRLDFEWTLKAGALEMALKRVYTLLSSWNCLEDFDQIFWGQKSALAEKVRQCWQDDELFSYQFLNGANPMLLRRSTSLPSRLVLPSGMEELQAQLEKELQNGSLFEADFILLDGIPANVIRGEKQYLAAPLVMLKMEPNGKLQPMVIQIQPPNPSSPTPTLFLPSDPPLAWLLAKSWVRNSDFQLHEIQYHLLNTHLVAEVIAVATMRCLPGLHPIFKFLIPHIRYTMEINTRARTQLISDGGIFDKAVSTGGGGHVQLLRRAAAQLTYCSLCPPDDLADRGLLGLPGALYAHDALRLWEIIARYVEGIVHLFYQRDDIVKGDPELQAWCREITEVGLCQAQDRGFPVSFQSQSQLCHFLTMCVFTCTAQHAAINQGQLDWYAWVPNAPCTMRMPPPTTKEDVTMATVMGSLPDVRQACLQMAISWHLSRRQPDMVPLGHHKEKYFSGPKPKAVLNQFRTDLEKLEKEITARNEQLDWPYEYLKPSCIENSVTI
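Hydroperoxide product was detected by ferrous iron/xylenol orange as the 573 to 405 nm absorbance ratio. Arachidonic acid at 40 uM (final) was turned over for 30 min at room temperature by 150 nM human 12hLO, pH 7.0 Hepes buffer, after 15 min compound preincubation.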
rTrxR1 inhibitor – blocks rat thioredoxin reductase 1 | O89049 | recombinant rTrxR1, NADPH fluorescence consumption, selenite substrate | Potency, µM (titrated, usually from 114 µM), without a hit: top-dose activity change, negative = inhibition, usual class: inhibitors | hit rate 1% among 390,000; also: % is scaled to controls: 0 for no effect and ±100 for the full control effect; nearly all actives have a fitted effect of over 65% in size
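Rat TrxR1 (90 nM in the dispensed reagent) was pre-reduced with 400 uM NADPH for 5 min at room temperature, then incubated with compound for 15 min. After 400 uM selenite was added, NADPH fluorescence (Ex 340/Em 450 nm) was followed for 8 min.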
USP1 inh – inhibitors of human USP1/UAF1 deubiquitinase; O94782; recombinant USP1/UAF1, Ub-Rhodamine cleavage fluorescence; Potency, µM (highest dose often 57.1 µM), for the others: at the top dose activity change, negative = inhibition, usual class: inhibitors; hit rate 0.23% among 390,000; AID 743255; also: % is scaled to controls: 0 for no effect and ±100 for the full control effect; nearly all actives have a fitted effect of over 60% in size; inactives centre near -12
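USP1/UAF1 complex at 1 nM was preincubated with compound for 15 min at room temperature, then Ub-Rho substrate (150nM final) was added. Fluorescence (480/540 nm) was read kinetically, 6 reads every 60 seconds.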
IDH1 R132H inh – blocks human mutant IDH1 R132H enzyme | IDH1-R132H enzyme, NADPH consumption, diaphorase/resazurin fluorescence | Potency, µM (highest dose often 76.6 µM), for the others: at the top dose activity change, negative = inhibition, usual class: inhibitors | hit rate 0.093% among 390,000 | AID 602179; also: % is scaled to controls: 0 for no effect and ±100 for the full control effect; nearly all actives have a fitted effect of over 65% in size
Target sequence (O75874 whole entry R132H, stated change not applied): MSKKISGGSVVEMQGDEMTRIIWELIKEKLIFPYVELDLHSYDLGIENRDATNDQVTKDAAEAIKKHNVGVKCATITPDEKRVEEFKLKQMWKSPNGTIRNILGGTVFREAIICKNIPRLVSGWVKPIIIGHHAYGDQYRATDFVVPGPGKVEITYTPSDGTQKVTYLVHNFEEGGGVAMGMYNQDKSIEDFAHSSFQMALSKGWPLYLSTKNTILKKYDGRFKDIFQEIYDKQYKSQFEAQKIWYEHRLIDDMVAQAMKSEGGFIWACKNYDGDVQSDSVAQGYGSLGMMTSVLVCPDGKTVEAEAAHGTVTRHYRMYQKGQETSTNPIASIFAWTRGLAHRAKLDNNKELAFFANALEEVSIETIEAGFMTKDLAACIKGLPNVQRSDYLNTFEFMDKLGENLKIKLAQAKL
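IDH1-R132H (0.5 ug/mL) preincubated 30 min with compound, then NADPH (0.016 mM) and alpha-KG (2 mM) added; 80 min at RT, pH 7.5. Remaining NADPH coupled via diaphorase/resazurin to fluorescence (540/590 nm); concentration-response curves normalized to no-enzyme control.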
RXFP1 ag – agonists of human relaxin receptor RXFP1; HEK293T-RXFP1 cAMP TR-FRET, 30 min; response scale: percent of porcine relaxin response, buffer zero; Potency, µM (top dose mostly 57.5 µM), inactives show at the highest dose activation, hits mostly activators; hit rate 0.3% among 370,000; also: % is scaled to controls: 0 for no effect and ±100 for the full control effect; nearly all actives have a fitted effect of over 60% in size; many of its hits are not listed in these tables
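cAMP rise read by TR-FRET after 30 min, 37C compound exposure (up to 58 uM) in RXFP1-transfected HEK293 cells with Ro 20174 present. EC50 from Hill-equation fits, with 29 nM porcine relaxin as 100% and buffer as basal.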
RGS4 inhibitor – inhibitors of human regulator of G protein signaling 4. hit rate 0.039% among 390,000. Transcreener GDP fluorescence polarization, RGS4-accelerated GTP hydrolysis. Potency, µM (top dose mostly 114 µM), for the others: at the top dose activity change, negative = inhibition, hits mostly inhibitors. AID 504845. P49798; also: % is scaled to controls: 0 for no effect and ±100 for the full control effect; nearly all actives have a fitted effect of over 75% in size; some results filed as inactive show a strong effect at the top dose
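MLSMR compounds (23 nl, pin-transferred) preincubated 10 min at room temperature with a 500nM (2x) first reagent, then RGS4 at 900nM (2x) plus Transcreener GDP mix added; fluorescence polarization (620/688 nm) read before and after 90 min at 30 °C.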
Numbers without * were called inactive; ? = inconclusive; nt = no result given; & = joins results of further samples; [ ] = another dose, or the depositor's remark. Calls follow the shape of the dose curve; as a rule, active = well fitted curve in the direction sought with a large enough effect; inconclusive = small, poorly fitted or top-dose-only effect, or another doubt; inactive = no such curve, though single readings can be large; an effect the other way counts as inactive or inconclusive. Potency is read from the fitted curve at half-maximal effect. These rows are one share of the data, so the mix of outcomes need not match the whole.

SMILES	Vif-APOBEC3F blk	TrxR1 substrate	Vif-A3G inh	12-LOX inh	rTrxR1 inhibitor	USP1 inh	IDH1 R132H inh	RXFP1 ag	RGS4 inhibitor
N#Cc1c(N)n(Cc2ccccc2)c(=O)c2cc([N+](=O)[O-])ccc12	3%	8%[57.1 µM]	-22%	?	10%[57.1 µM]	-6%	1%	5.5%	12%
O=C(COC(=O)c1ccc(F)c(S(=O)(=O)N2CCOCC2)c1)NCc1ccco1	4%	4%	-1%	1%	-11%	-11%	6%	2.3%	-6%
CNc1nnc(-c2cc3cc(Cl)ccc3oc2=O)s1	-1%	-2%	-4%	238%[activator]	-5%	-16%	0%	2.9%	?
C=CCNC(=O)c1ccc2nc(-c3ccco3)c(-c3ccco3)nc2c1	nt	5%	1%	nt	7.9µM*	nt	nt	nt	-39%
CC1CN(S(=O)(=O)c2ccc(CN3C(=O)c4cccnc4C3=O)s2)c2ccccc2O1 (stereo not given)	-11%	1%	-1%	-26%	26%	-22%	12%	-0.1%	-10%
Cc1ccc(NCc2nc3ccccc3n2CCOc2ccccc2)cc1	-9%&1%	-5%&-5%	-3%&-9%	1%&-9%	-3%&-13%	-6%&-15%	7%&1%	5.4%&0.8%	-21%&-41%
COc1ccc(-n2ccn(Cc3ccccc3C)c(=O)c2=O)cc1	4%	15%	4%	-11%	23%	-4%	23%	5.5%	0%
O=C(CSc1nc2ccccc2n1Cc1cccc(F)c1)NCc1ccccc1	-10%	-4%[57.1 µM]	-4%	-27%	4%[57.1 µM]	-28%	-2%	0.1%	8%
O=C(c1sc2cccc(F)c2c1Cl)N1CCN(c2ncccn2)CC1	-2%	8%[57.1 µM]	2%	3%	17%[57.1 µM]	-15%	6%	0.2%	3%
O=C(O)c1cccc(O)c1O	-9%	16%	0%	-12%	20%	-28%	-6%	nt	-4%
Cc1ccc(S(=O)(=O)N(C)C)cc1NC(=O)CSc1nnnn1-c1ccc(O)cc1	16%	5%	-2%	8%	34%	-5%	-2%	2.7%	25%
Cc1noc(C)c1S(=O)(=O)N(CC(=O)NC(C)c1ccccc1)c1ccc(C(C)C)cc1 (stereo not given)	2%	-4%	3%	1%	0%	-22%	1%	0.0%	3%
Nc1ccccc1-c1nc2ccccc2[nH]1	5%	256%[activator]	-2%	1%	-16%	-21%	12%	3.7%	-1%
O=C(Nc1ccccc1Cl)N1CCCN(c2nc(-c3ccccc3)ns2)CC1	-5%	2%	-7%	79%[activator]	13%	-17%	5%	4.0%	-17%
CCN1C(=O)N[C@@H](c2cccc(C(F)(F)F)c2)[C@@H](C(=O)OC)[C@H]1C	-1%	8%[57.1 µM]	0%	-5%	23%[57.1 µM]	21%	-3%	nt	30%
CCn1c(SCC(=O)NC(C)(C)C)nnc1-c1ccncc1	0%	4%[11.4 µM]	1%	-4%	16%[11.4 µM]	-7%	5%	0.0%	19%
CCOC(=O)C1(CCc2ccccc2)CCN(C(=O)C2CCCO2)CC1 (stereo not given)	-44%	11%[11.4 µM]	-1%	0%	18%[11.4 µM]	-4%	6%	1.3%	-28%
CC1=C(C(=O)OCc2ccccc2)C(c2ccccc2Cl)NC(=O)N1CCCC(=O)O (stereo not given)	1%	6%	1%	-2%	23%	-27%	0%	2.6%	-8%
CCOc1cc(-c2nc(-c3ccccc3)c(-c3cc([N+](=O)[O-])ccc3C)[nH]2)ccc1O	16%	1%	3%	?	8%	-16%	1%	2.7%	-3%
COc1ccc(NC(=O)CCCN2C(=O)COc3ccc(C)cc32)cc1OC	nt	3%	nt	-3%	0%	?	nt	0.7%	-1%
COc1cc2c(cc1OC)CN(C(=O)C1CCC(=O)N(CCCN3CCOCC3)C1)CC2 (stereo not given)	2%	4%	0%	31%[activator]	13%	-19%	14%	-0.1%	8%
Cc1nn(CC(=O)NCc2cccc(F)c2)c(=O)c2c(C)n(-c3ccc(Cl)cc3)nc12	-9%	-2%[57.1 µM]	-4%	?	18%[57.1 µM]	-20%	-3%	1.8%	3%
CCNc1ccc(S(=O)(=O)N(C)C)cc1NCC(=O)Nc1ccccc1Cl	3%	-10%[57.1 µM]	0%	-5%	-6%[57.1 µM]	-24%	0%	0.9%	-9%
O=C(CN1C(=O)NC2(CCc3ccccc32)C1=O)c1ccc(Br)s1 (stereo not given)	2%	-2%	-4%	?	-14%	-9%	6%	6.0%	-5%
COCC(=O)Nc1ncc(S(=O)(=O)c2ccc([N+](=O)[O-])cc2)s1	-9%	-5%	-9%	-2%	-6%[57.1 µM]	2%	-4%	1.4%	-26%
CN(C)/N=C/c1ccc(OS(=O)(=O)c2ccccc2)cc1	-9%	4%[57.1 µM]	0%	1%	22%[57.1 µM]	-14%	8%	-1.7%	-1%
COCCCNC(=O)C12CCC(C)(C(=O)C1)C2(C)C (stereo not given)	nt	2%	-10%	-4%	7%	0%	-12%	0.5%	2%
N#Cc1ccsc1NC(=O)CN1CCOCC1	-6%	2%	-2%	-3%	6%	-26%	31%[activator]	-0.9%	-9%
COCCC(=O)N1CCC(Oc2ccc(C(=O)NCCc3cn[nH]c3)cc2)CC1	-2%	-2%	1%	0%	19%	-4%	-14%	-1.8%	28%
CCOC(=O)c1ccc(NC(=O)Cn2nnc(-c3ccccc3C)n2)cc1	-2%	-11%	0%	-19%	-6%	-7%	0%	1.8%	0%
Cc1c(NC(=O)Nc2ccc(Cl)cc2Cl)c(=O)n(-c2ccccc2)n1C	3%	1%	4%	15%	-2%	-12%	3%	1.0%	-1%
Cc1cc(S(=O)(=O)N2CCOCC2)ccc1OCC(=O)N1CCCC1	-25%	8%[57.1 µM]	-1%	-4%	20%[57.1 µM]	-19%	3%	-0.6%	5%
Cc1ccc(SCCC(=O)N/N=C/c2ccccc2O)cc1	3%	5%	-6%	-1%	8%	-7%	12%	0.6%	1%
COc1ccc(-n2c(COc3ccc(C)cc3)n[nH]c2=S)cc1	-3%	8%	-2%	?	-3%	-19%	2%	0.7%	?
CN(CC(=O)Nc1ccc(Cl)c(C(F)(F)F)c1)C(=O)c1cnccn1	-8%	9%	-5%	15%	33%	0%	3%	nt	0%
O=S(=O)(c1ccc(NC(=S)NCCc2ccccc2)cc1)N1CCOCC1	-8%	-2%	-6%	-29%	-13%	-21%	1%	0.3%	-28%

Reprinted from the part before: 3 entries, followed by the next part.
SMILES	Vif-APOBEC3F blk	TrxR1 substrate	Vif-A3G inh	12-LOX inh	rTrxR1 inhibitor	USP1 inh	IDH1 R132H inh	RXFP1 ag	RGS4 inhibitor
COc1ccc(-n2c(COc3ccc(C)cc3)n[nH]c2=S)cc1	-3%	8%	-2%	?	-3%	-19%	2%	0.7%	?
CN(CC(=O)Nc1ccc(Cl)c(C(F)(F)F)c1)C(=O)c1cnccn1	-8%	9%	-5%	15%	33%	0%	3%	nt	0%
O=S(=O)(c1ccc(NC(=S)NCCc2ccccc2)cc1)N1CCOCC1	-8%	-2%	-6%	-29%	-13%	-21%	1%	0.3%	-28%
COc1ccc(CCNC(=O)CC2Nc3ccccc3NC2=O)cc1OC (stereo not given)	4%	2%	-6%	2%	-15%	-18%	3%	1.2%	-32%
COc1ccc(OC)c(NC(=O)COC(=O)[C@H](Cc2ccccc2)NC(=O)c2ccco2)c1	0%	-3%	1%	?	12%	-18%	-11%	nt	-23%
O=C(NCCN1CCOCC1)c1cn(CCc2ccccc2)nn1	4%	-12%	2%	0%[57.4 µM]	-12%	-2%	-1%	-0.7%	-31%
COc1ccc(CC(=O)NNC(=O)c2ccco2)cc1OC	-21%	0%[57.1 µM]	-1%	11%	0%[57.1 µM]	5%	7%	-1.7%	10%
Cn1cc(Cl)c(C(=O)Nc2cnn(Cc3ccc(F)cc3)c2)n1	5%	-12%	1%	-7%	8%	-2%	2%	0.7%	-22%
CCOc1c(Cl)cc(C(=O)Nc2ccccc2C(=O)O)cc1Cl	-10%	-8%	-2%	0%	-10%	-4%	-4%	3.0%	11%
CCN(CC(=O)Nc1ccc(NC(C)=O)cc1)C(=O)CCCSc1nc2ccccc2[nH]1	?	-3%[57.1 µM]	1%	?	-1%[57.1 µM]	3%	-9%	0.5%	0%
COCCN(C(=O)Cc1cccs1)C(C(=O)NCc1ccc(OC)cc1)c1ccccc1 (stereo not given)	-5%	-4%	-6%	-12%	17%	-7%	0%	-0.1%	-21%
Fc1ccc(CSc2ncnc3c2ncn3C2CCCCO2)cc1 (stereo not given)	10%	3%[57.1 µM]	-3%	0%	-3%[11.4 µM]	-9%	9%	nt	-19%
O=C(NC1CC1)C1CCN(C2CCN(C(=O)/C=C/c3cccc(F)c3F)CC2)CC1	8%	0%	-3%	0%	18%	-21%	-6%	-0.3%	16%
CCOc1cc(-c2cc(-c3ccccc3)nc(N)c2C#N)ccc1O	1%	16%	-16%	?	2%	2%	2%	1.7%	8%
COc1ccc(Cl)cc1NS(=O)(=O)c1cccc(C(=O)NCC2CCCO2)c1 (stereo not given)	0%	-4%	2%	?	-3%	-21%	3%	-0.1%	2%
COc1ccc(NC(=O)c2ccc(NC(=O)CN3CCN(c4ccccc4O)CC3)cc2)cc1	1%	nt	-1%	-7%	nt	-9%	-3%	nt	nt
